From PubChem
GPR55 antagonists = GPR55 antagonists blocking LPI-driven arrestin recruitment, primary screen, imaging, U2OS, beta-arrestin-GFP, LPI agonist (AID 2013); G-protein coupled receptor 55 (Homo sapiens); U2OS GPR55 beta-arrestin-GFP translocation imaging, LPI antagonism; higher % means a stronger effect; inhibition, % at 10 µM; hits with a dose series show IC50 in µM; 290,000 compounds, 0.13% hits;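 active = spots per cell inhibited over 60%, with over 100 cells counted and total cytoplasm intensity under 500,000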;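 note: U2OS cells stably carrying GPR55 and arrestin-GFP stimulated by 5 µM LPI near EC80; imaged beta-arrestin-GFP aggregate spots per cell after agonist stimulation; plate controls were LPI-stimulated DMSO wells for no effect and DMSO wells without LPI for full effect; some results filed as inactive read as strong as hits; confirmed hits need IC50 under 10 µM and bright autofluorescent wells are also inconclusive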
Large T inhibition = SV40 large T antigen inhibitors, biochemical (AID 1903); SV40 large T antigen ATPase/helicase inhibition assay; higher % means a stronger effect; inhibition, % at 20 µM, or IC50 in µM where a hit was titrated; 310,000 compounds, 0.39% hits; in the data active = a potency from the dose series; note: strong numbers were not always called active
Rac1 GTP hydrolysis = MgcRacGAP GTPase-activating activity inhibitors, confirmation, biochemical, ADP Hunter fluorescence; Rac GTPase-activating protein 1 (Homo sapiens); MgcRacGAP-stimulated Rac1 GTP hydrolysis, ADP Hunter fluorescence; higher % means a stronger effect; GST-tagged Rac1 F28L mutant substrate; one-dose inhibition, % at 30 µM; IC50 in µM for titrated hits; 340,000 compounds, 0.6% hits; AID 624330, 2012;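 active = first-screen hits whose inhibition reached a set limit at any dose in the follow-up dose series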;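 note: fluorescence reports GDP produced by GAP-driven GTP hydrolysis; strong numbers were not always called active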
HIV fusion peptide = inhibitors of HIV fusion peptide binding, primary screen, biochemical, uHTS, fluorescence dequenching (AID 1986). inhibition, % at 20 µM, or IC50 in µM where a hit was titrated. 290,000 compounds, 0.3% hits. cell-free peptide binding, fluorescence dequenching, 30 min; higher % means a stronger effect; in the data active = inhibition mostly above about 52%, no sharp cut-off; inactive = mostly below about 76%; note: some results filed as inactive read as strong as hits
GPR55 beta-arrestin = GPR55 agonists via beta-arrestin recruitment, primary screen, imaging, U2OS cells, beta-arrestin-GFP redistribution (AID 1961); G-protein coupled receptor 55 (Homo sapiens); U2OS GPR55 beta-arrestin-GFP redistribution imaging; higher % means a stronger effect; activation, % at 10 µM; hits with a dose series show EC50 in µM; 290,000 compounds, 0.048% hits;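 active = activation above 40% with more than 50 cells counted in the well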;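 note: U2OS osteosarcoma cells stably expressing GPR55 and beta-arrestin-GFP; plate controls were DMSO negative control for no effect and LPI positive control for full effect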
KOR beta-arrestin-1 = KOR antagonists, beta-arrestin recruitment, cell-based, luminescence, uHTS (AID 1778). one-dose inhibition, % at 10 µM; IC50 in µM for titrated hits. 290,000 compounds, 0.091% hits. KOR beta-arrestin recruitment, luminescence, antagonist mode; higher % means a stronger effect. Kappa-type opioid receptor (Homo sapiens); note: strong numbers were not always called active
KOR beta-arrestin-2 = KOR agonists, beta-arrestin recruitment, primary screen, cell-based, luminescence, uHTS (AID 1777); Kappa-type opioid receptor (Homo sapiens); KOR beta-arrestin recruitment, luminescence; higher % means a stronger effect; one-dose activation, % at 10 µM; EC50 in µM for titrated hits; 280,000 compounds, 0.02% hits; in the data active = activation above about 50%, passing the limit was not always enough; note: a part of the inactive calls stands beside numbers as strong as those of hits
HEK293 NOD2/NF-kB = NOD2 signaling inhibitors, cell-based, luminescence, uHTS, HEK293 (AID 1566); HEK293 NOD2/NF-kB luciferase reporter, luminescence; higher % means a stronger effect; one-dose inhibition, % at 4 µM; EC50 in µM for titrated hits; 290,000 compounds, 0.63% hits; note: many of its hits are not listed in these tables
NOD1 inhibition = NOD1 signaling inhibitors, primary screen, cell-based, luminescence, uHTS (AID 1578). NOD1-driven NF-kB luciferase reporter cells, luminescence; higher % means a stronger effect. one-dose inhibition, % at 4 µM; EC50 in µM for titrated hits. 290,000 compounds, 1% hits; in the data active = inhibition mostly above about 36%, no sharp cut-off; inactive = mostly below about 34%;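 note: HEK-293T reporter cells stimulated with the NOD1 agonist gamma-tri-DAP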
* hit, by the source's call; · = no result given; [ ] = dose if it differs, or a comment. Cut-off read from the data, not from the text of the source, unless noted: active = inhibition above about 50%; inactive = the rest.

SMILES	GPR55 antagonists	Large T inhibition	Rac1 GTP hydrolysis	HIV fusion peptide	GPR55 beta-arrestin	KOR beta-arrestin-1	KOR beta-arrestin-2	HEK293 NOD2/NF-kB	NOD1 inhibition
COc1ccc(CNC(=O)C2CCN(c3nnc(N4CCCC4=O)s3)CC2)cc1	0%	2%	-2%	-2.4%	0.6%	9%[20 µM]	-9.4%	9%	-21%
FC(F)(F)c1ccccc1NC(=S)Nn1cnnc1	8%	16%	0%	-0.7%	0.2%	-2%	1.3%	-5%	-29%
N#CCSc1nccc(/C=C/c2ccccc2)n1	2%	10%	-8%	-1.5%	-0.4%	4%	-5.2%	-3%	-24%
CCOC(=O)CC1C(=O)NCCN1S(=O)(=O)c1ccc(F)cc1 (configuration not stated)	-14%	-4%	8%	0.7%	-0.1%	-46%[20 µM]	-1.8%	1%	-24%
O=C(c1ccc2c(c1)OCO2)N1CCN(c2ccccc2)CC1	1%	1%	2%	-3.1%	-0.1%	-15%	-4.1%	-9%	-6%
CCOC(=O)CN1NC2(CCCCC2)NC1=S	1%	8%	14%	-2.5%	-0.1%	10%	-0.1%	13%	1%
CSCc1c(C(=O)NCCc2ccccn2)oc2ccccc12	-12%	10%	3%	0.5%	0.2%	-33%	-1.4%	9%	-30%
COc1ccc(NC(=O)CSc2nc(N)c3cc4c(nc3n2)CCCC4)c(OC)c1	-7%	3%	4%	-2.2%	0.5%	-4%	3.1%	13%	·
Cc1c(NC(=O)CCSCCc2ccccn2)cccc1[N+](=O)[O-]	14%	2%	3%	1.3%	-0.2%	4%	-4.9%	-13%	-9%
Cc1n[nH]c(C)c1S(=O)(=O)N1CCC(C(=O)N2CCn3c2nc2ccccc23)CC1	3%	15%	6%	-0.6%	-0.1%	·	·	16%	4%
COCCCNC(=O)c1ccc2c(=O)n(Cc3ccc4c(c3)OCO4)c(=S)[nH]c2c1	6%	14%	6%	2.0%	0.2%	0%	-4.8%	1%	20%
CN(C)c1cccc(/C=C(\C#N)c2ccccc2)c1	-12%	7%	12%	0.2%	0.6%	-30%	-2.5%	-204%	-2%
CN(C)C(CNC(=O)C1CCCN(C(=O)c2ccc(Cl)cc2)C1)c1ccco1 (configuration not stated)	5%	4%	14%	14%	0.2%	-16%	-2.0%	-2%	-6%
CCCCOC(=O)Nc1cc(C(=O)OC)ccc1C(=O)OC	-13%	4%	6%	-0.7%	-0.1%	19%	-3.2%	16%	-30%
NC(=O)c1oc2ccccc2c1NC(=O)CN1CCCCC1	-9%	17%	9%	-3.2%	1.3%	-44%	-4.7%	-1%	-18%
CCN1C(=O)[C@@H]2[C@H](C1=O)[C@@H]1C(=O)Nc3ccccc3C(=O)N1[C@@H]2c1cccc(Cl)c1	3%	15%	5%	2.5%	0.0%	-14%[20 µM]	-3.6%	-7%	-32%
COC(=O)c1ccc(/C=C/C(=O)c2cccc(OC)c2)cc1	7%	6%	5%	2.8%	-0.4%	13%	5.1%	-43%	17%
CC(=O)N1C(C)(C)CC(=NOC(=O)c2ccccc2)CC1(C)C	7%	2%	-1%	2.3%	-0.1%	5%[20 µM]	-4.5%	17%	-33%
Cc1ccc(CNC(=O)CS(=O)(=O)CC(=O)O)cc1	6%	16%	7%	-2.4%	0.3%	-16%	-0.8%	12%	-17%
CCOC(=O)c1[nH]c(C)c(C(=O)NCC2CCCO2)c1C (configuration not stated)	4%	0%	13%	0.5%	0.2%	-56%	3.8%	-12%	13%
Cc1ccc(NC(=O)CC(=O)Nc2ccc(C)cc2C)c(C)c1	12%	8%	·	2.6%	0.0%	-11%	-0.5%	16%	5%
O=C(CC1SC(=NCC2CCCO2)NC1=O)Nc1cccc2ccccc12 (configuration not stated)	-14%	6%	7%	-0.2%	0.0%	-21%	-3.2%	8%	-16%
COc1ccc(Cl)cc1NC(=O)C(C)Sc1nncn1C (configuration not stated)	24%	14%	11%	1.1%	-0.3%	-4%	1.6%	13%	-31%
O=C(Nc1ncc(Cc2ccccc2)s1)c1cccs1	6%	-3%	15%	0.1%	-0.2%	-6%	-0.9%	-104%	-142%
CC(=O)c1c(C)n([O-])c2cc(C)ccc2[n+]1=O	-5%	12%	11%	0.4%	0.2%	2%	11%	6%	-12%
CCOc1ccc(-n2c(=O)c3sccc3n(Cc3cccc([N+](=O)[O-])c3)c2=O)cc1	1%	17%	14%	-1.7%	-0.3%	21%	-4.6%	-4%	-11%
Cc1cccc(NC(=O)CS(=O)(=O)Cc2ccccc2)n1	-5%	-7%	-5%	0.1%	0.0%	-19%	-0.2%	-8%	9%
Cc1cccc(-c2ncc(CN3CCCC(CO)(Cc4cccc(Cl)c4)C3)cn2)c1 (configuration not stated)	-2%	11%	13%	2.3%	0.2%	9%[20 µM]	·	-10%	3%
COc1ccc(-n2c(=O)c3c4c(sc3n(CC(=O)NC3CCCC3)c2=O)CCCC4)c(OC)c1	7%	4%	11%	1.9%	-0.1%	-5%	-5.0%	21%	-16%
C/C(=N\NC(=O)c1ccc(N)cc1)C1CC1	-9%	10%	5%	0.6%	-0.1%	10%	-1.4%	-1%	-18%
Cc1ccc2c(c1)c(N=NC(N)=S)c(O)n2Cc1ccccc1	13%	-1%	5%	0.3%	0.4%	-64%	41%	-12%	-16%
Cc1sc2ncnc(NC3CCN(Cc4ccccc4)CC3)c2c1C	11%	1%	10%	1.2%	-0.1%	·	·	37%	43%
O=C(CCNS(=O)(=O)c1ccc(Br)s1)NCc1ccc(F)cc1	4%	10%	11%	0.8%	0.1%	25%	-7.0%	12%	-10%
Cc1cc(C)c(Cn2c3ccccc3c3cnn(CC(=O)NCc4ccccn4)c(=O)c32)c(C)c1	-1%	-2%	7%	2.3%	-0.2%	-28%	14%	38%	-2%
Cc1ccc(-c2cc(C(=O)N(C)Cc3cnn(C)c3C)c3cc(Br)ccc3n2)cc1	9%	2%	7%	-1.5%	0.1%	7%	4.7%	-1%	8%
COc1cc(NC(=O)c2ccno2)cc(C(=O)Nc2cccc(C(F)(F)F)c2)c1	6%	-4%	9%	3.1%	-0.1%	5%	2.2%	15%	-5%
O=c1[nH]cc(N(CCO)CCO)c(=O)[nH]1	4%	16%	3%	-1.5%	0.7%	22%	-3.5%	8%	-10%
Cc1ccc(CNC(=O)c2ccc3c(c2)NC(=O)CS3)cc1	-1%	11%	13%	3.3%	-0.2%	-24%	2.1%	6%	-29%
CCN(CCNC(=O)CCCn1nc(C)n2c(cc3sccc32)c1=O)c1ccccc1	-3%	8%	7%	0.2%	-0.1%	43%	-9.2%	10%	-23%
C=CCn1c(=NC(=O)c2ccc(S(=O)(=O)N3CCCC3)cc2)sc2cc(NC(C)=O)ccc21	7%	20%	4%	-3.6%	-0.4%	8%	3.4%	7%	-13%
CCCn1c(NCc2ccc(N(C)C)cc2)nc2ccccc21	-14%	6%	14%	1.9%	-0.2%	-20%	-5.4%	-30%	-17%
C=CCn1c(=O)n(C(=O)OCC)c2cc(Br)ccc21	5%	19%	9%	-0.4%	-0.5%	16%	0.8%	5%	-37%
Cn1c(CN2CCOCC2)c(C#N)c2ccccc21	8%	12%	12%	-3.3%	-0.1%	-13%	-0.1%	9%	14%
Nc1c(-c2ccc(Cl)cc2)cnc2c(-c3ccc(F)cc3)cnn12	10%	14%	10%	0.2%	-0.2%	1%	-0.7%	-193%	-22%
CC(=O)N/N=C(\C)CCc1ccccc1	22%	10%	5%	-0.8%	-0.4%	-2%	-0.4%	2%	-4%
Cc1ccc(-c2nn(C)c(=O)c3ccccc23)cc1S(=O)(=O)NCCO	-3%	12%	4%	-1.4%	-0.2%	21%	-4.4%	8%	-19%
COc1ccc(S(=O)(=O)Nc2ccccc2OC)cc1NC(=O)c1cc2ccccc2oc1=O	10%	13%	5%	2.3%	0.6%	-16%	-3.5%	-94%	-31%
COc1cc(OC)cc(-n2nnnc2SCC(=O)N2CCCC2)c1	8%	4%	-3%	-1.6%	0.2%	12%	-0.1%	2%	-22%
Cc1ccc(C)c(NC2CCCCC2NS(=O)(=O)c2ccccc2)c1 (configuration not stated)	-8%	4%	5%	0.0%	-0.1%	-21%	-0.6%	0%	1%
CN(C)c1ccc(NC(=S)NC(=O)/C=C/c2ccco2)cc1	15%	10%	14%	-0.9%	-0.2%	18%	-2.1%	3%	-24%

In the list so far, these have a halogen.
SMILES	GPR55 antagonists	Large T inhibition	Rac1 GTP hydrolysis	HIV fusion peptide	GPR55 beta-arrestin	KOR beta-arrestin-1	KOR beta-arrestin-2	HEK293 NOD2/NF-kB	NOD1 inhibition
FC(F)(F)c1ccccc1NC(=S)Nn1cnnc1	8%	16%	0%	-0.7%	0.2%	-2%	1.3%	-5%	-29%
CCOC(=O)CC1C(=O)NCCN1S(=O)(=O)c1ccc(F)cc1 (configuration not stated)	-14%	-4%	8%	0.7%	-0.1%	-46%[20 µM]	-1.8%	1%	-24%
CN(C)C(CNC(=O)C1CCCN(C(=O)c2ccc(Cl)cc2)C1)c1ccco1 (configuration not stated)	5%	4%	14%	14%	0.2%	-16%	-2.0%	-2%	-6%
CCN1C(=O)[C@@H]2[C@H](C1=O)[C@@H]1C(=O)Nc3ccccc3C(=O)N1[C@@H]2c1cccc(Cl)c1	3%	15%	5%	2.5%	0.0%	-14%[20 µM]	-3.6%	-7%	-32%
COc1ccc(Cl)cc1NC(=O)C(C)Sc1nncn1C (configuration not stated)	24%	14%	11%	1.1%	-0.3%	-4%	1.6%	13%	-31%
Cc1cccc(-c2ncc(CN3CCCC(CO)(Cc4cccc(Cl)c4)C3)cn2)c1 (configuration not stated)	-2%	11%	13%	2.3%	0.2%	9%[20 µM]	·	-10%	3%
O=C(CCNS(=O)(=O)c1ccc(Br)s1)NCc1ccc(F)cc1	4%	10%	11%	0.8%	0.1%	25%	-7.0%	12%	-10%
Cc1ccc(-c2cc(C(=O)N(C)Cc3cnn(C)c3C)c3cc(Br)ccc3n2)cc1	9%	2%	7%	-1.5%	0.1%	7%	4.7%	-1%	8%
COc1cc(NC(=O)c2ccno2)cc(C(=O)Nc2cccc(C(F)(F)F)c2)c1	6%	-4%	9%	3.1%	-0.1%	5%	2.2%	15%	-5%
C=CCn1c(=O)n(C(=O)OCC)c2cc(Br)ccc21	5%	19%	9%	-0.4%	-0.5%	16%	0.8%	5%	-37%
Nc1c(-c2ccc(Cl)cc2)cnc2c(-c3ccc(F)cc3)cnn12	10%	14%	10%	0.2%	-0.2%	1%	-0.7%	-193%	-22%

Not all compounds are listed, so the mix of outcomes need not match the whole.
